Compound activity (PubChem)
ABCG2 block = ABCG2 efflux pump inhibitors, primary screen, multiplex with ABCB1, IgMXP3 cells, flow cytometry | JC-1 efflux | AID 1325, 2008 | Broad substrate specificity ATP-binding cassette transporter ABCG2 (Homo sapiens), Q9UNQ0 | inhibition, % at 6.6 µM | 0.1% of 190,000 active;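 active means inhibition above 80%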;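 further: 0% = DMSO and 100% = nicardipine control wells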
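test system = two drug-resistant human cell lines, ABCG2 and ABCB1 | amount = 3 million cells/mL final, two lines in 1:1 ratio | reagent = JC-1 transporter substrate | doses = one concentration, 6.6 µM final | incubation = 10 min at 25 °C | signal = flow cytometric JC-1 green MFI at 530 nm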
Bim-Bcl-W = inhibitors of Bim binding to Bcl-W, primary screen, biochemical, multiplexed, bead-based flow cytometry | inhibition, % at 10 µM | 0.02% of 190,000 active | Bim peptide-Bcl-W binding | Bcl-2-like protein 2 (Homo sapiens), Q92843;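 further: 0% = bound tracer without compound and 100% = peptide blocker; higher means less fluorescent Bim peptide bound to Bcl-W beads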
Bcl-B Bim block = inhibitors of Bim-Bcl-B binding, primary screen, biochemical, multiplexed, human Bcl-2 family; Bcl-2-like protein 10 (Homo sapiens), Q9HD36; bead-based flow cytometry, Bim peptide-Bcl-B binding; AID 951, 2007; 0.073% of 190,000 active; inhibition, % at 10 µM;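 further: 0% = tracer peptide without compound and 100% = reference inhibitor peptide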
Target sequence (Q9HD36 whole entry, looked up): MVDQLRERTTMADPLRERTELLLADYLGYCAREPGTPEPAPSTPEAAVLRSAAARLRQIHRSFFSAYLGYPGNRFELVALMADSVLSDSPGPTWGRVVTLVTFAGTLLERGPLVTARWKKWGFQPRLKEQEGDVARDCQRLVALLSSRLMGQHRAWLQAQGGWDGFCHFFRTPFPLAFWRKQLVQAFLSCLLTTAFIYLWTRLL
RGS4-Gao reg = modulators of RGS4 binding to Galphao, primary screen, biochemical, multiplexed bead flow cytometry; actives lie on both sides; Guanine nucleotide-binding protein G(o) subunit alpha (Homo sapiens), P09471; 0.33% of 220,000 active; AID 1415, 2008; binding response (% of control), % at 10 µM; in the data active means binding response below about 49% or above about 150%; inactive means in between;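 further: fluorescent Galphao activated with aluminum fluoride binding bead-coupled RGS4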
Target sequence (P09471 whole entry, looked up): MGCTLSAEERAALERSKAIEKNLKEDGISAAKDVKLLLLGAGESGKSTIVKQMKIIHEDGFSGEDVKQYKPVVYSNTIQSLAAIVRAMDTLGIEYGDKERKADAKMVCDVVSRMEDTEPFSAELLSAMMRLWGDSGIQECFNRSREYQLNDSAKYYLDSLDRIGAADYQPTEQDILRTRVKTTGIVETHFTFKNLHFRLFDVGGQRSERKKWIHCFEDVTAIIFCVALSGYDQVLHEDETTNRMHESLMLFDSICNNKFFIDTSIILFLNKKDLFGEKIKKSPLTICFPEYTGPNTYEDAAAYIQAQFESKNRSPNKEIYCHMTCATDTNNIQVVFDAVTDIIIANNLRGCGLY
ABCB1 inh = ABCB1 efflux pump inhibitors, primary screen, cell-based, multiplex, flow cytometry, ABCG2 counter-screen; 0.067% of 190,000 active; CCRF-Adr cells, JC-1 efflux; inhibition, % at 6.6 µM; AID 1326, 2008; in the data active means inhibition above about 40%;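 further: 0% = vehicle and 100% = reference inhibitor; higher value means more JC-1 retained so stronger ABCB1 efflux block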
Bcl-XL Bim block = inhibitors of Bim-Bcl-XL binding, primary screen, biochemical, multiplexed, bead flow cytometry, human Bcl-XL; inhibition, % at 10 µM; Bim peptide-Bcl-XL binding, fluorescence; AID 1007, 2008; 0.04% of 190,000 active
Target sequence (Q07817 whole entry, looked up): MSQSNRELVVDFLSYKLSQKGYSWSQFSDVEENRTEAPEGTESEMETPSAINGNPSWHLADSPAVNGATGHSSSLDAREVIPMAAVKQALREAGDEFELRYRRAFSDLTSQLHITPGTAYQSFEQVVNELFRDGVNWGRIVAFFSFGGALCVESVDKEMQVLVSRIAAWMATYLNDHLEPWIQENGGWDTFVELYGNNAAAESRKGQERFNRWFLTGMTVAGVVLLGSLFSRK
Bfl-1 Bim block = inhibitors of Bim binding to Bfl-1, primary screen, biochemical, multiplexed, bead-based flow cytometry; Bcl-2-related protein A1 (Homo sapiens), Q16548; Bim-Bfl-1 binding inhibition; inhibition, % at 10 µM; 0.12% of 190,000 active; AID 1008, 2008;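 further: 0% = wells without compound plus tracer and 100% = blocker peptide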
RGS8-Gao = RGS8-Galphao binding modulators, primary screen, biochemical, multiplexed bead flow cytometry. Guanine nucleotide-binding protein G(o) subunit alpha (Homo sapiens), P09471. actives lie on both sides. response (percent of control binding), % at 10 µM. 0.34% of 220,000 active. AID 1423, 2008; in the data active means response below about 60% or above about 140%; inactive means in between;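 further: Galphao activated as the GDP aluminium fluoride complex binding bead-coupled RGS8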
RGS7-Gao = RGS7-Galphao binding modulators, primary screen, biochemical, multiplexed bead flow cytometry; 0.35% of 220,000 active; binding response (% of control), % at 10 µM; actives lie on both sides; in the data active means binding response below about 49% or above about 150%; inconclusive means no clear call, values can overlap the other calls; inactive means in between;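 further: fluorescent Galphao held in activated GDP-AlF4 state binding bead-coupled RGS7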
Bim-Bcl-2 = inhibitors of Bim-Bcl-2 binding, primary screen, biochemical, multiplexed, human Bcl-2 family; Apoptosis regulator Bcl-2 (Homo sapiens), P10415; Bead-based flow cytometry, Bim peptide-Bcl-2 binding; inhibition, % at 10 µM; 0.06% of 190,000 active; in the data active means inhibition above about 40%; inconclusive means no clear call, values can overlap the other calls;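 further: 0% = no compound wells with probe peptide and 100% = reference peptide inhibitor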
Target sequence (P10415 whole entry, looked up): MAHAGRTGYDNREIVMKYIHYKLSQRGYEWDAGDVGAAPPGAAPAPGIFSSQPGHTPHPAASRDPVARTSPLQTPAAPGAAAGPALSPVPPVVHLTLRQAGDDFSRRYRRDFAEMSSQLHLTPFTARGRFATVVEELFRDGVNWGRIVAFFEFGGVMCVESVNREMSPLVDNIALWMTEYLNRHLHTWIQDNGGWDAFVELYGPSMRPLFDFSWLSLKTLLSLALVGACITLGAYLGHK
Bim-Mcl-1 = inhibitors of Bim peptide binding to Mcl-1, primary screen, biochemical, bead-based flow cytometry, multiplex. inhibition, % at 10 µM. Induced myeloid leukemia cell differentiation protein Mcl-1 (Homo sapiens), Q07820. 0.1% of 190,000 active. Bim peptide-Mcl-1 binding. AID 1009, 2008;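 further: 0% = no compound tracer wells and 100% = peptide blocker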
Active calls of the source: *; ? = inconclusive. Unless noted, no stated cut-off is given here; in the data, active means inhibition above about 40%.

1	c1ccc2c(c1)nc1sccn12
2	COC(=O)c1c(O)cc(=O)n2c1CCCCC2
3	COc1cccc(CC2(CO)CCCN(CC3=Cc4cc(OC)ccc4OC3)C2)c1 (stereo unspecified)
4	COc1ccc(CNC(=O)Cn2cc3c(n2)CCCCC3)cc1
5	Cc1ccc(S(=O)(=O)N2CCN(Cc3cc(C(C)C)ccc3O)CC2)cc1
6	O=C(CCN1CCCCC1)c1ccc2c(c1)OCCO2
Compound	1	2	3	4	5	6
ABCG2 block	0	2	6	2	8	1
Bim-Bcl-W	1	0	-7	0	-5	4
Bcl-B Bim block	4	-3	-7	-2	-8	-4
RGS4-Gao reg	110	102	106	100	99	99
ABCB1 inh	0.0	0.7	2.3	0.8	3.4	0.5
Bcl-XL Bim block	1	-1	-6	-1	-10	-15
Bfl-1 Bim block	-3	-4	-4	-4	-10	-7
RGS8-Gao	107	98	103	102	102	99
RGS7-Gao	107	?	98	102	96	96
Bim-Bcl-2	-2	0	-2	-1	-12	-5
Bim-Mcl-1	-1	0	-6	1	-4	0

7	O=[N+]([O-])c1ccc(N2CCCCC2)c(-c2nn[nH]n2)c1
8	Cc1ccc(C(C)(C)C)c(OCCCn2ccnc2)c1
9	COc1ccc(/C=N/NC(=O)Cc2csc(Nc3cccc(C(F)(F)F)c3)n2)cc1C
10	CCOC(=O)c1sc2nc(CC(=O)OC)nc(N(C)CCc3ccccn3)c2c1C
11	COCCN(C(=O)C1CC1)c1nnc(-c2ccc(C)cc2)s1
12	C=CCC(NCc1ccccc1)c1ccc(C)o1 (stereo unspecified)
Compound	7	8	9	10	11	12
ABCG2 block	2	3	1	8	5	0
Bim-Bcl-W	0	0	-3	0	-1	0
Bcl-B Bim block	-1	3	-1	0	0	-1
RGS4-Gao reg	101	103	100	98	104	102
ABCB1 inh	0.5	0.4	0.3	0.9	1.4	0.1
Bcl-XL Bim block	-2	0	-3	-1	0	0
Bfl-1 Bim block	-5	1	-3	-2	0	-1
RGS8-Gao	102	103	103	100	99	101
RGS7-Gao	101	101	109	94	99	102
Bim-Bcl-2	-2	0	0	1	0	-12
Bim-Mcl-1	1	1	-1	3	-2	0

A second format for some results above.
10. CCOC(=O)c1sc2nc(CC(=O)OC)nc(N(C)CCc3ccccn3)c2c1C
  ABCG2 block: 8 | Bim-Bcl-W: 0 | Bcl-B Bim block: 0 | RGS4-Gao reg: 98 | ABCB1 inh: 0.9 | Bcl-XL Bim block: -1 | Bfl-1 Bim block: -2 | RGS8-Gao: 100 | RGS7-Gao: 94 | Bim-Bcl-2: 1 | Bim-Mcl-1: 3

11. COCCN(C(=O)C1CC1)c1nnc(-c2ccc(C)cc2)s1
  ABCG2 block: 5 | Bim-Bcl-W: -1 | Bcl-B Bim block: 0 | RGS4-Gao reg: 104 | ABCB1 inh: 1.4 | Bcl-XL Bim block: 0 | Bfl-1 Bim block: 0 | RGS8-Gao: 99 | RGS7-Gao: 99 | Bim-Bcl-2: 0 | Bim-Mcl-1: -2

The listing continues:
13	Cn1c(SCCCC(=O)c2ccc(F)cc2)nnc1-c1ccncc1
14	COc1ccc(S(=O)(=O)Nc2cc(C)ccc2OC)cc1C
15	COC(=O)c1ccc(N=c2sc(C(=O)OC)cc(=O)n2C)cc1
16	O=C1CC(N(CCc2ccccc2)C(=S)Nc2ccccc2)C(=O)N1c1ccc(Br)cc1 (stereo unspecified)
17	CCOc1ccc(-c2nc3n(c(=O)c2C#N)CCS3)cc1
18	O=C(O)c1cc(N2C(=O)C3C4C=CC(C4)C3C2=O)ccc1N1CCOCC1 (stereo unspecified)
Compound	13	14	15	16	17	18
ABCG2 block	2	2	5	0	2	6
Bim-Bcl-W	-2	0	1	-1	-1	-1
Bcl-B Bim block	-4	-10	-1	-4	-3	-2
RGS4-Gao reg	100	89	102	101	106	103
ABCB1 inh	0.6	0.5	1.9	-1.0	0.4	1.4
Bcl-XL Bim block	-1	-6	-1	-2	0	-5
Bfl-1 Bim block	-3	-12	-3	0	-7	-7
RGS8-Gao	100	91	98	101	106	103
RGS7-Gao	102	90	97	103	100	106
Bim-Bcl-2	-5	-11	2	-1	-3	-6
Bim-Mcl-1	-3	0	-2	0	-1	-2

19	CCC(=O)Nc1c(S(=O)(=O)c2ccccc2)c2nc3ccccc3nc2n1Cc1ccccc1
20	O=C(CNC(=O)c1cccc(F)c1)OCC(=O)N1CCCc2ccccc21
21	CCn1c(COc2ccccc2C)nnc1SCC(=O)CC(=O)Nc1ccccc1
22	Cc1cc(C)c(C(=O)CSc2nc(C)cc(C)c2C(N)=O)c(C)c1
23	CSc1cccc(CN2CCC(CO)(Cc3cccc(C(F)(F)F)c3)CC2)c1
24	Cc1nn(CC(=O)Nc2ccc(C(=O)N3CCCC3)cc2)c(=O)c2ccccc12
Compound	19	20	21	22	23	24
ABCG2 block	5	20	0	23	3	0
Bim-Bcl-W	5	-3	-3	-4	-3	0
Bcl-B Bim block	1	-3	-5	-14	-4	2
RGS4-Gao reg	90	102	86	86	104	107
ABCB1 inh	2.1	0.4	-0.1	0.5	1.2	0.0
Bcl-XL Bim block	4	-3	-6	-4	-3	2
Bfl-1 Bim block	7	-2	-1	-11	-5	1
RGS8-Gao	70	103	93	90	102	103
RGS7-Gao	87	102	95	83	104	104
Bim-Bcl-2	9	-6	0	-7	-5	1
Bim-Mcl-1	5	-4	-1	0	-2	1

25	C=CCOc1c(Br)cc(CNc2nccs2)cc1OC
26	COc1cc(-c2cc(C(=O)Nc3nc4ccccc4s3)c3ccccc3n2)cc(OC)c1OC
27	CCCn1c(/C=C/c2ccco2)nc2ccccc21
28	O=C(COc1ccc(F)cc1)NNC(=O)c1cc2ccccc2oc1=O
29	CNC(=O)CSc1nnnn1-c1ccc(C)cc1C
30	CC12CCC(C(=O)NCc3ccc4c(c3)OCO4)(OC1=O)C2(C)C (stereo unspecified)
Compound	25	26	27	28	29	30
ABCG2 block	3	0	-1	20	0	2
Bim-Bcl-W	-6	-1	9	0	0	0
Bcl-B Bim block	-12	-5	13	-3	3	1
RGS4-Gao reg	101	101	105	99	101	99
ABCB1 inh	0.1	3.2	-0.4	1.3	-0.1	0.6
Bcl-XL Bim block	-6	-7	16	1	1	1
Bfl-1 Bim block	-5	0	21	0	0	0
RGS8-Gao	101	99	92	100	100	98
RGS7-Gao	98	100	107	100	97	100
Bim-Bcl-2	-2	0	13	0	4	2
Bim-Mcl-1	-7	-4	13	-2	1	-1

31	NC(=O)CC(NC(=O)OCc1ccccc1)C(=O)O (stereo unspecified)
32	COc1ccccc1OCC(=O)OCC(=O)Nc1sccc1C(N)=O
33	NS(=O)(=O)c1ccc(NC(=O)COC(=O)C23CC4CC(CC(C4)C2)C3)cc1
34	C=CCN1CCN(C(c2ccccc2)c2nnnn2CCC(C)C)CC1 (stereo unspecified)
35	COCCCn1c(=S)[nH]c2ccc(N3CCOCC3)cc2c1=O
36	CN(Cc1cnccn1)Cc1c(C(=O)N2CCc3ccccc3C2)nc2ccc(Cl)cn12
Compound	31	32	33	34	35	36
ABCG2 block	-1	13	2	1	21	0
Bim-Bcl-W	-1	-2	1	-1	-1	-1
Bcl-B Bim block	-4	-4	-6	-6	-7	-2
RGS4-Gao reg	105	101	105	101	85	102
ABCB1 inh	-0.2	-0.1	0.6	0.6	0.7	0.5
Bcl-XL Bim block	-3	-4	-5	-3	-4	-3
Bfl-1 Bim block	-6	1	-15	-11	-4	-6
RGS8-Gao	104	103	106	101	97	104
RGS7-Gao	103	101	99	100	88	102
Bim-Bcl-2	-5	-3	-10	-4	-2	-7
Bim-Mcl-1	0	-7	-2	0	1	-1

37	C/C(CCC(=O)OC[C@H]1O[C@H](C#Cc2ccccc2)C=C[C@@H]1Oc1ccc(C)cc1)=N\OC[C@@H](O)[C@H]1O[C@@H]2OC(C)(C)O[C@@H]2[C@H]1O
38	O=C1CCCC2=C1C(c1ccc(Cl)cc1)C1C(=O)c3ccccc3C1=N2 (stereo unspecified)
39	COc1ccc(C(=O)N2CCC(O)(c3ccc(F)cc3)CC2)cc1OC
40	COc1ccc(CNC(=O)c2ccc(CS(=O)(=O)Cc3ccccc3F)o2)cc1
41	O=C1Nc2ccccc2Nc2ncccc21
42	Cn1cc([N+](=O)[O-])c(C(=O)Nc2nc(-c3ccc(Cl)cc3)cs2)n1
Compound	37	38	39	40	41	42
ABCG2 block	10	0	1	3	4	-2
Bim-Bcl-W	0	-2	-1	0	-1	-1
Bcl-B Bim block	-8	-2	-1	-3	-1	-11
RGS4-Gao reg	102	102	96	100	98	104
ABCB1 inh	2.9	-0.2	0.0	-0.7	0.9	-0.5
Bcl-XL Bim block	-3	0	-2	-3	0	5
Bfl-1 Bim block	2	1	-2	-5	0	-16
RGS8-Gao	100	102	95	101	100	102
RGS7-Gao	106	102	95	105	98	100
Bim-Bcl-2	0	1	0	-1	-3	-12
Bim-Mcl-1	0	0	-2	-1	-2	0

The final 4 records of the section before are carried over, then new ones follow.
39	COc1ccc(C(=O)N2CCC(O)(c3ccc(F)cc3)CC2)cc1OC
40	COc1ccc(CNC(=O)c2ccc(CS(=O)(=O)Cc3ccccc3F)o2)cc1
41	O=C1Nc2ccccc2Nc2ncccc21
42	Cn1cc([N+](=O)[O-])c(C(=O)Nc2nc(-c3ccc(Cl)cc3)cs2)n1
43	COc1ccccc1CCNC(=O)CCn1c(=O)oc2ccccc21
44	O=c1c2ccccc2nc(CSc2nnnn2-c2ccccc2)n1-c1ccccc1
45	N#CC1=C(N)OC2=C(C(=O)CCC2)C1CCc1ccccc1 (stereo unspecified)
46	C=CCn1c(SCC(=O)Nc2nccs2)nnc1-c1ccco1
47	Cn1c(=O)n(CCc2ccccc2)c(=O)c2c1nc1n2CCCN1Cc1ccccc1
48	Cc1cccn2c(=O)c(/C=C(\C#N)C(=O)NCc3ccco3)c(N3CCCC(C)C3)nc12 (stereo unspecified)
Compound	39	40	41	42	43	44	45	46	47	48
ABCG2 block	1	3	4	-2	1	5	5	2	4	8
Bim-Bcl-W	-1	0	-1	-1	0	3	0	0	2	-9
Bcl-B Bim block	-1	-3	-1	-11	-13	-7	0	-1	-3	-16
RGS4-Gao reg	96	100	98	104	87	105	115	100	108	96
ABCB1 inh	0.0	-0.7	0.9	-0.5	0.2	1.2	0.5	0.5	2.0	4.0
Bcl-XL Bim block	-2	-3	0	5	-6	-5	-12	-2	1	-12
Bfl-1 Bim block	-2	-5	0	-16	-11	-8	2	-1	0	-15
RGS8-Gao	95	101	100	102	94	104	110	102	93	100
RGS7-Gao	95	105	98	100	98	91	110	101	104	100
Bim-Bcl-2	0	-1	-3	-12	-8	-12	-1	-1	2	-7
Bim-Mcl-1	-2	-1	-2	0	-2	-4	3	-3	-8	-5
